# Cneo AK release = Cryptococcus neoformans cell lysis inducers, primary screen, AK release luminescence, single concentration; 360,000 tested, 0.2% active; lysis activity, % at 15 µM; C. neoformans lysis, adenylate kinase release luminescence, 4 h; normalised: neutral wells 0, clomiphene wells 100;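 active = mean lysis activity across replicates of at least 80%, whatever share of replicates individually reach that level; inactive = mean lysis activity below 80%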
#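 Schedule: static 4 h at 37 °C with compound, 1 h detection; system: C. neoformans cells; benchmarks: Clomiphene as positive control; buffer or medium: fresh YPD medium; measure: luminescence rise reflecting yeast cell lysis; measured by: luminescent adenylate kinase detection reagent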
# PAX8 reporter = inhibitors of PAX8-driven TPO luciferase reporter, primary screen, RMG-I cells, single concentration; SteadyGlo, 24 h; AID 652154, 2013; 360,000 tested, 1.2% active; inhibition, % at 12.6 µM;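 active = mean replicate inhibition at least 60% with every replicate also reaching 60%; inconclusive = only one of the two criteria is met; inactive = mean below 60% and not all replicates reaching 60%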;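 note: luciferase light reporting Pax8 driven TPO promoter activity; plate controls were median of neutral control wells for no effect and mitoxantrone controls for full effect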
# LGR2 inh = inhibitors of bursicon-induced LGR2 CRE-luciferase signal, primary screen, cell-based, HEK293, CRE-luciferase reporter, bursicon stimulation; inhibition, % at 9.99 µM; 380,000 tested, 0.35% active; bursicon-stimulated, 4 h;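 active = drop in luminescence signal, shown as inhibition above about 50% in the replicate tests, limit read from the data, passing the limit was not always enough; inconclusive = probably only some replicates passing the limit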;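 note: agonist challenge used bursicon conditioned medium at about half maximal strength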
# PGC1a acetyl inh = inhibitors of PGC1a acetylation signal, primary screen, cell-based, U2OS, AlphaScreen, inhibitor mode; AlphaScreen anti-acetyl-lysine; with virally co-expressed GCN5 acetyltransferase; AID 651687, 2012; 350,000 tested, 0.17% active; inhibition, % at 15.6 µM;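 active = every replicate shows inhibition of at least 40%; inconclusive = mean inhibition at least 40% but some replicate below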;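 note: 0% = neutral control wells and 100% = positive control wells; some results beyond the cut were filed as inactive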
# miR122 inh = miR-122 Renilla sensor signal increase in Huh7, primary screen, miR-122 inhibitor project, cell-based, single point, plate reader | Huh7 miR-122 Renilla luciferase sensor, 48 h; neutral wells = 0, positive control = 100 | activation (reporter increase), % at 12.5 µM | 340,000 tested, 0.3% active | AID 602342, 2012;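 active = mean replicate activation score at least 90 and every replicate individually at or above 90; inconclusive = only one of the two criteria met; inactive = neither criterion met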;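 note: higher luciferase means less miR-122 activity so hits act as miR-122 inhibitors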
# FN deposition inh = inhibitors of fibronectin matrix deposition, primary screen, AH1F cells, Alexa488-fibronectin fluorescence, plate reader; AH1F fibroblasts, overnight; inhibition, % at 12.6 µM; 350,000 tested, 0.086% active;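 active = mean inhibition across replicates of 30% or more, regardless of how many single replicates reach that level; inconclusive = mean under 30% yet at least half of replicates reach 30%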;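 note: positive control wells lacked labelled fibronectin entirely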
#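 Test system: AH1F fibroblast monolayer depositing Alexa488-labelled fibronectin into matrix. Input: 10000 cells per well. Technique: fluorescence, ex 485 nm, em 525 nm. Buffer or medium: DMEM plus 2% serum, read in PBS. Timing: 1 h cell adhesion before compound, then overnight fibronectin incubation. Compound: single dose, pinned. Read-out basis: inhibition from reduced deposited-fibronectin fluorescence.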
# EWS-Fli inh = EWS/Fli-driven NR0B1 reporter inhibitors, primary screen, A673 cells, NR0B1 luciferase, luminescence, MLPCN library | viability-normalised | inhibition, % at 12.6 µM | 350,000 tested, 0.67% active;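 active = mean inhibition of at least 50% after viability correction, with every replicate also passing that limit; inconclusive = mean reaches 50% but only one of two replicates passes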;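 note: firefly luciferase signal divided by Alamar Blue viability fluorescence both relative to DMSO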
# CASP6 VEID inh = human caspase-6 inhibitors, primary screen, biochemical, VEID-R110 fluorescence, single point, set 2; inhibition, % at 12.5 µM; AID 686996, 2013; purified caspase-6, Z-VEID-R110 cleavage fluorescence; 350,000 tested, 0.53% active;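 active = mean inhibition across replicates at least about 35%, with every replicate also reaching that limit, limit read from the data; inconclusive = only one of the two criteria met; inactive = neither criterion met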;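 note: 0% = median of neutral control wells and 100% = no fluorescence left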
# Target sequence (P55212 24-179 limits assumed): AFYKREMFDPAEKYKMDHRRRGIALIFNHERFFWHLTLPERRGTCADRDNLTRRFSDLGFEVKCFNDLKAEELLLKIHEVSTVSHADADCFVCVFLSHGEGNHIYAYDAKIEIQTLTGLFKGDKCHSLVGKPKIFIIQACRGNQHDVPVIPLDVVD
# Target sequence (P55212 194-293 limits assumed): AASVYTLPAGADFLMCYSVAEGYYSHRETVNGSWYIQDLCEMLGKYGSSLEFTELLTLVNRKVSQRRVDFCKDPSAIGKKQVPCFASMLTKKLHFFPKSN
# The depositor's hits bear a star; ? = inconclusive; . = no result given; & = joins results of further samples; [ ] = dose if it differs, or a comment.
Compound,Cneo AK release,PAX8 reporter,LGR2 inh,PGC1a acetyl inh,miR122 inh,FN deposition inh,EWS-Fli inh,CASP6 VEID inh
Cc1ccc(-n2sc3ccccc3c2=O)cc1S(=O)(=O)N1CCCCC1,-1,2,.,.,0,27,21,-1
CN(C=O)c1cc([N+](=O)[O-])ccc1OCc1ccccc1,3,8,-36,14,.,0,-24,2
Cc1ccc(C)c(Cn2c(=O)n(-c3ccc(CC(=O)NCc4ccco4)cc3)c(=O)c3sccc32)c1,-2,15,-7,8,-15,3,-6,-2
CCCCCCC/C=N/Nc1nnc(Cc2ccccc2)c(=O)[nH]1,7,-10,5,.,.,1,-5,-1
C=CCNC(=S)NNc1nc2c(c(=O)[nH]1)C1(CCCCC1)Cc1ccccc1-2,.,14,-12,.,.,-6,21,5
O=C(O)C(c1ccccc1)N1C(=O)/C(=C/c2cccs2)SC1=S (centres undefined),.,-6,4,5,0,4,8,14
CCOC(=O)c1c(C)c(C(=O)Nc2ccc(N(C)C)cc2)c(C)n1CC,-2,.,-79,-9,7,.,2,-4
C[C@@H]1CCCCO[C@H](CN(C)S(C)(=O)=O)[C@@H](C)CN([C@H](C)CO)C(=O)c2cc(NS(=O)(=O)c3ccccc3)ccc2O1,3,-4,-14,15,13[16.7 µM],.,-9,2
CCCn1cc(CN2CCCC(CNC(=O)c3ccc(F)cc3)C2)c(C)n1 (centres undefined),.,-3,-10,-3,.,.,-7,-3
CCOC(=O)[C@]12CCC=C1N(Cc1ccco1)C(=O)[C@H](CC(=O)NCCc1ccccc1OC)C2,.,5,-4,.,.,-10,3,-1
Cc1nn(Cc2ccc(Cl)cc2)c(C)c1NC(=O)c1c(-c2ccccc2)noc1C,-2,-7,.,0,8,.,.,.
Cc1[nH]nc(SCC(=O)NCc2ccccc2)c1[N+](=O)[O-],2,-2,6,-7,-4,-2,.,.
CCC(=O)N1[C@H](C(=O)NC2CCCC2)[C@@H](CO)[C@@H]2Cn3c(ccc(C4=CCCC4)c3=O)[C@@H]21,35,.,4,.,.,.,-10,-2
NC(=O)N/N=C/C=C/c1ccccc1,.,-19,-9,.,.,-16,-9,1
C[C@H]1CN([C@@H](C)CO)C(=O)c2cc(N(C)C)ccc2O[C@H]1CN(C)S(=O)(=O)c1cn(C)cn1,2,-18,5,-12,6[16.7 µM],-2,1,1

# (cont.)
Compound,Cneo AK release,PAX8 reporter,LGR2 inh,PGC1a acetyl inh,miR122 inh,FN deposition inh,EWS-Fli inh,CASP6 VEID inh
Cn1cnc(S(=O)(=O)N2C[C@@H](O)COC[C@H]3O[C@@H](CC(=O)NC4CCC4)CC[C@@H]32)c1,-3,.,-9,-11,5[16.7 µM],11,.,.
COc1ccccc1-c1cn(CC[C@H]2CC[C@@H](NC(=O)C3CC3)[C@H](CO)O2)nn1,-7,3,10,3,.,15,5,-2
Cc1noc(C)c1S(=O)(=O)Nc1ccc2c(c1)C(=O)N([C@@H](C)CO)C[C@@H](C)[C@H](CN(C)C(=O)CCC(F)(F)F)OCCCC[C@@H](C)O2,-5,-22,-17,-2,-4[16.7 µM],.,?,3
Cc1ccccc1-c1ccc2c(c1)O[C@H](CN(C)C(=O)Nc1ccc(C(F)(F)F)cc1)[C@@H](C)CN([C@H](C)CO)S2(=O)=O,5,77*,14,9,19[16.7 µM],1,9,-2
C/C=C/c1ccc2c(c1)O[C@H](CN(C)Cc1cncnc1)[C@@H](C)CN([C@@H](C)CO)S2(=O)=O,2,.,14,3,.,-6,-9,-2
O=C(Nc1ccc(F)cc1)N1CCCCN2[C@H](C1)[C@H](c1ccc(C3=CCCCC3)cc1)[C@@H]2CO,0,30,26,9,9[16.7 µM],.,-1,0
O=C(N/N=C/c1ccccc1F)c1cccc2ccccc12,-1,-40,-9,-1,-4,1,-39,3
CCOc1ccc(-c2cn3ccccc3n2)cc1,.,-14,74*,.,.,-13,48,-4
CC(C)C[C@H](NC(=O)Nc1ccc2c(c1)OCCO2)C(=O)O,.,-16,-12,.,.,0,1,0
COc1cccc(-c2nc(CS(=O)(=O)CC(=O)Nc3ccccc3Br)c(C)o2)c1,1,15,-4,-4,-6,2,3,3
Cc1noc(C)c1NC(=O)Nc1ccc2c(c1)CC(=O)N([C@@H](C)CO)C[C@H](C)[C@@H](CN(C)C(=O)Nc1ccccc1)O2,1,3,17,1,-4[16.7 µM],.,-3,1
O=C(CSc1ccccn1)Nc1ccc(N2CCOCC2)cc1,.,-20,1,-4,.,1,-13,0
O=[N+]([O-])c1ccc(-c2nc(NCc3ccccc3)c3ccccc3n2)cc1,.,-24,-11,.,.,27,5,13
O=C(NC1CCCCC1)N1CCN(c2ncccn2)CC1,-3,.,12,6,2,-1,.,.
COc1ccc(N2CCN(C(=O)C3(S(=O)(=O)c4ccc(C)cc4)CC3)CC2)cc1,0,6,-12,.,.,2,2,0

# Additional results
Compound,Cneo AK release,PAX8 reporter,LGR2 inh,PGC1a acetyl inh,miR122 inh,FN deposition inh,EWS-Fli inh,CASP6 VEID inh
CCC(=O)N1C[C@@H](C)[C@H](OC)CN(C)C(=O)c2cc(NC(=O)Nc3cccc(F)c3)ccc2OC[C@@H]1C,45,0,11,5,7[16.7 µM],8,-6,1
COc1cc(CN(C)Cc2cc(=O)oc3cc(C)c(Cl)cc23)ccc1OC(F)F,0,3,-27,-2,8,1,3,-1
COc1cc(OC)cc(C(=O)NCC(=O)N2CCN(S(=O)(=O)c3ccccc3F)CC2)c1,-2,13,-2,-8,2,8,7,4
Cc1cc(NC(=O)CSc2ccccc2)no1,-2,.,.,9,-1,3,.,.
COc1ccccc1S(=O)(=O)N[C@H]1C=C[C@H](CC(=O)N2CCOCC2)O[C@H]1CO,53,-5,12,-4,.,-3,1,-2
O=C(CCNC(=O)c1ccccc1Cl)OCC(=O)c1ccccc1,.,-5,-4,5,.,-19,5,-1
CCc1ccc(C2C3=C(CC(C)(C)CC3=O)OC3=C2C(=O)CC(C)(C)C3)cc1,-1,-3,30,.,0,-4,-1,0
COC(=O)[C@H](Cc1ccccc1)NC(=O)N1CCCCC1,0,2,-10,0,-13,-5,-11,-1
C[C@@H](NC(=O)C[C@@H]1C=C[C@H](NC(=O)C2CCC2)[C@@H](CO)O1)c1ccccc1,65,-9,-9,6,.,-2,-6,2
NC1=NC(=O)/C(=C\c2ccco2)S1,.,-9,11,.,.,-18,-2,63*
CO[C@H]1CN(C)C(=O)c2ccc(NC(=O)c3cccc(F)c3)cc2OC[C@@H](C)N(C(C)=O)C[C@@H]1C,-1,.,19,-1,12[16.7 µM],.,-1,2
C[C@H](CO)N1C[C@H](C)[C@H](CN(C)S(C)(=O)=O)OCCCC[C@H](C)Oc2ccc(NC(=O)Cc3ccccc3)cc2C1=O,1,6,-2,7,-5[16.7 µM],.,-3,1
O=C(N/N=C/C(Br)=C/c1ccccc1)c1ccccc1[N+](=O)[O-],-1,11,-13,-1,2,4,11,-2
COc1cccc(NC(=O)CN(C)C(=O)c2ccc(OCC3CCCO3)cc2)c1 (centres undefined),1,-17,-11,.,-3,-5,-6,1
C[C@@H]1CN([C@H](C)CO)C(=O)c2cc(C3=CCCCC3)cnc2O[C@@H]1CN(C)C(=O)c1ccccc1,.,6,3,8,.,-5,-2,-1

# Additional entries:
Compound,Cneo AK release,PAX8 reporter,LGR2 inh,PGC1a acetyl inh,miR122 inh,FN deposition inh,EWS-Fli inh,CASP6 VEID inh
Cc1ccccc1-c1ccc([C@H]2[C@H]3CN(C(=O)NC4CCCC4)CC(=O)N3[C@H]2CO)cc1,.,18,-2,5,.,.,-5,2
CCCCC(=O)Oc1c(S(=O)(=O)c2ccccc2)c(C)nn1C(C)(C)C,2,24,5,-2,16,-6,5,-2
Cc1cc(NC(=O)c2ccc(Cl)cc2)n(CCC#N)n1,-3,4,15,-5,-1,-1,-2,0
CNC(=O)c1[nH]cnc1C(=O)Nc1ccccn1,.,7,8,.,.,-2,-4,1
O=C(Nc1cccc(F)c1)N1C[C@@H]2[C@H](c3ccccc31)[C@@H](CO)N2C(=O)Cc1ccccn1,17,1,-13,1,-7[16.7 µM],-2,-6,-1
O=C(Oc1ccc2c(=O)c(Cl)coc2c1)c1ccncc1,2,-11,.,3,-3,3,.,.
CCc1c(C)sc(NC(=O)CN2CCN(C(=O)c3ccco3)CC2)c1C(=O)OC,0,.,0,8,-2,-7,18,-3
O=[N+]([O-])c1cc(S(=O)(=O)CCCN2CCOCC2)ccc1F,.,13,5,.,.,-13,-2,2
CCN(CC(=O)Nc1ccc(NC(C)=O)cc1)C(=O)Cc1coc2cc(C)c(C)cc12,3,.,8,.,-1,3,-2,8
CCOc1ccc(NC(=O)CCNC(=O)c2ccco2)cc1,0,-3,-11,.,.,-3,-7,2
CCCNC(=O)N1[C@@H](CO)[C@H](c2ccc(C3=CCCC3)cc2)[C@@H]1CNC(C)=O,0,10,3,-4,21[16.7 µM],23,-3,.
COc1cccc(S(=O)(=O)N2C[C@@H](O)COC[C@H]3O[C@@H](CC(=O)N4CCN(C)CC4)CC[C@@H]32)c1,-2,-7,15,1,6[16.7 µM],0,-9,-3
Cn1ncc(N=Cc2ccccc2)c1C(=O)Nc1cccc(Cl)c1,1,-4,.,17,1,-3,.,.
COc1ccc(C)cc1NCc1cc(=O)oc2cc(-c3ccccc3)c(O)cc12,.,-8,-18,.,3,-1,.,.
O=C(C[C@@H]1C[C@H]2c3cc(NC(=O)NC4CCCCC4)ccc3O[C@H]2[C@@H](CO)O1)NCC1CC1,1,-1,-19,-3,3[16.7 µM],0,3,-1

# Remaining list, next part
Compound,Cneo AK release,PAX8 reporter,LGR2 inh,PGC1a acetyl inh,miR122 inh,FN deposition inh,EWS-Fli inh,CASP6 VEID inh
O=C1COc2ccc(S(=O)(=O)NCCc3ccc(Cl)cc3)cc2N1,-4,-6,1,.,.,-1,2,1
COc1cc(OC)c(C2CC(=O)N3CN(c4ccc(C)cc4)CSC3=C2C#N)cc1OC (centres undefined),0,-78,.,7,-2,-10,.,.
Fc1ccc(/C=N/NC(=S)Nc2ccc(Cl)cc2Cl)cc1,.,-1,-1,-9,.,-14,53*,-4
Cn1c(C(=O)NCC2CCCO2)cc2c(=O)n(C)c3ccccc3c21 (centres undefined),-3,3,4,3,-2,4,-4,3
CCC1(c2ccc(F)cc2)NC(=O)N(CC(=O)Nc2cccc(S(=O)(=O)N3CCCCC3)c2)C1=O (centres undefined),4,.,10,-36,.,0,10,3
NC(CO)C(=O)NNCc1ccc(O)c(O)c1O (centres undefined),2&3,7,7,-4,5,-3,-29,8
COc1ccc([N+](=O)[O-])cc1NC(=O)Cn1ccsc1=N,3,.,-2,0,-4,.,.,.
CCOc1cc(CNS(=O)(=O)c2ccc3c(c2)CC(=O)N3C)cc(OCC)c1OCC,3,-10,8,-2,-3,7,5,0
Cc1cc(C)c(S(=O)(=O)c2ccccc2)c(=O)[nH]1,.,-18,1,.,.,-3,-19,-3
CCCCn1c(N)c(N(CC)C(=O)CCNC(=O)c2ccc(Cl)cc2)c(=O)[nH]c1=O,1,.,18,4,-6,0,-4,-1
